OX1R antag: OX1R (human) antagonism; O43613; OX1R-expressing cells, FRET antagonist read-out; inhibition, % at 6.6 µM; actives 1.8% (n = 330,000); AID 485270; in the data active means inhibition mostly above about 38%, no sharp cut-off; inactive means mostly below about 40%;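 further: 0% = agonist challenge alone and 100% = reference antagonist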
Target sequence (O43613 whole entry, looked up): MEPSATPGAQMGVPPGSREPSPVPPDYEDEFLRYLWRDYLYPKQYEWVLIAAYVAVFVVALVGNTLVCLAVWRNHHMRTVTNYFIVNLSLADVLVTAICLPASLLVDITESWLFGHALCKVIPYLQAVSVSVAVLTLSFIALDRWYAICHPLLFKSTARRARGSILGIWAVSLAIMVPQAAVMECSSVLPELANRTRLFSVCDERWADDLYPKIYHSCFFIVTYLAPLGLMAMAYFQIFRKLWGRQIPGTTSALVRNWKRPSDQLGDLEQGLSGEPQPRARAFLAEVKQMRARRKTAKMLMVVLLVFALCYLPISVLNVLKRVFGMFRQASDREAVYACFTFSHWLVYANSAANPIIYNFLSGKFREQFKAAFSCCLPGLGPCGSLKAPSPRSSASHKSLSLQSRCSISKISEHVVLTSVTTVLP
STK33 kinase inh: inhibitors of human STK33 kinase | Q9BYT3 | purified STK33, MBP phosphorylation, ADP-Glo luminescence | inhibition, % at 10 µM | actives 0.073% (n = 320,000) | AID 2661;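 active means inhibition at or above 25%, using the most active replicate where run in duplicate; inactive means inhibition below 25%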
Target sequence (Q9BYT3 whole entry, looked up): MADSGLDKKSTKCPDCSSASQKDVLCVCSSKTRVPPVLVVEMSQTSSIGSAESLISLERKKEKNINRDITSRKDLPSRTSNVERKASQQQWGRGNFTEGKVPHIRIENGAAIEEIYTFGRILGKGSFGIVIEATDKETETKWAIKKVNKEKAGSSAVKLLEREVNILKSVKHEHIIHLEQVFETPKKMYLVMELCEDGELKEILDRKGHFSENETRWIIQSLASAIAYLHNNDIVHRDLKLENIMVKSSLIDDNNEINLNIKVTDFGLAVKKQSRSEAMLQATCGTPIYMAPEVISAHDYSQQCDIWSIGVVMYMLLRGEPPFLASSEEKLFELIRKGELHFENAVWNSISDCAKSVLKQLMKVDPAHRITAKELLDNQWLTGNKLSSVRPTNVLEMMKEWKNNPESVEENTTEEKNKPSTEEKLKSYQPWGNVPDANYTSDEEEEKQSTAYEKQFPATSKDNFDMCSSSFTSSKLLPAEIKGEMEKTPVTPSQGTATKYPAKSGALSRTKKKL
* marks the source's active call; other numbers are inactive results; . = no result given.

Each structure is followed by: OX1R antag | STK33 kinase inh
> COc1cc(/C=C2\CCCc3c2nc2ccccc2c3C(=O)O)cc(OC)c1O
→ 10 | 0.8
> O=C(CCN1C(=O)[C@@H]2Cc3ccccc3CN2C1=O)N[C@H](C(=O)O)c1ccccc1
→ 15 | -0.5
> O=C(CN1CCOCC1)Nc1ccccc1C(=O)O
→ 4 | -2.8
> CCOC(=O)N1CCC(NC(=O)c2ccc3c(c2)N(Cc2ccc(C)cc2)CCS3)CC1
→ 7 | 0.7
> O=C(CCCc1c[nH]c2ccccc12)Nc1ncccc1O
→ . | -1.6
> COc1ccc(N2CC(O)=C(c3nc4ccccc4s3)C2=N)c(OC)c1
→ 13 | -1.1
> CCOC(=O)c1ccc(N=Nc2c(C)c(C#N)c(O)[nH]c2=O)cc1
→ 2 | -0.9
> CC(NC(=O)COC(=O)c1cccnc1Cl)C12CC3CC(CC(C3)C1)C2 (stereo unspecified)
→ 2 | -0.9
> COc1cccc(/C=C2\SC(=S)N(CCCC(=O)Nc3cc(C)on3)C2=O)c1
→ 12 | -0.9
> C/C(=N/N1CCN(c2ccccn2)CC1)c1ccc([N+](=O)[O-])cc1
→ 12 | -0.4
> Nc1nc(SCC(=O)Nc2cccc([N+](=O)[O-])c2)n[nH]1
→ 12 | -0.9
> CCCCNc1cc(F)nc(N)n1
→ 8 | -0.1
> Clc1ccccc1CONc1ncnc2nonc12
→ 9 | .
> COc1cccc(CNC(=O)CCNC(=O)c2ccccc2OC)c1
→ 2 | 1.1
> CCOc1ccc(S(=O)(=O)NC2CC2)cc1
→ 1 | -1.8
> Cc1ccc(N2C(=O)NC(NC(=O)C(C)(C)C)(C(F)(F)F)C2=O)cc1C (stereo unspecified)
→ 17 | -1.8
> O=C(CNCc1ccccc1Cl)Nc1ccccc1N1CCCCC1
→ 29 | -0.9
> Cn1ccc(C(=O)N/N=C/c2c[nH]c3ccccc23)n1
→ 15 | -0.1
> O=C(NCCCN1CCCC1=O)c1ccccc1OCc1ccc(Cl)cc1Cl
→ 3 | 0.0
> CCCc1nc2sc3c(c2c(=O)n1NC(=O)CCCl)CCCC3
→ 15 | -1.5
> O=C(NNC(=O)c1ccc(O)c(Cl)c1)c1cccc(S(=O)(=O)N2CCOCC2)c1
→ 13 | 0.5
> CCC1CCCCN1CCCNC(=O)Cn1c(=O)c2cccn2c2ccccc21 (stereo unspecified)
→ -1 | -0.4
> Cc1ccc2oc(=O)c3cnn(CC(=O)NC4CCN(Cc5ccccc5)CC4)c3c2c1
→ 0 | -0.3
> O=[N+]([O-])c1cccc2ccc(/C=C/c3ccc(Cl)cc3)nc12
→ 22 | -1.1
> COc1ccc(Sc2nnc(-c3ccccc3)cc2C#N)cc1
→ -6 | -0.7
> CC1(c2ccccc2)CC2CC(c3ccccc3)N1O2 (stereo unspecified)
→ 14 | -0.3
> O=C(CCC(=O)N1CCSc2ccccc21)NCCc1ccccc1
→ 5 | -0.9
> O=C(CN(C(=O)c1ccco1)c1cccc(F)c1)NCc1ccc(F)cc1
→ 12 | -0.3
> CCOC(=O)C1CCN(C(=O)c2ccc(SC)cc2OC)CC1
→ 26 | -0.3
> O=C(NCC(=O)N(Cc1ccccc1)C(C(=O)NC1CCCCC1)c1ccco1)c1ccco1 (stereo unspecified)
→ 56 | -1.9
> COc1cccc(C(=O)OCn2nnc3ccccc3c2=O)c1OC
→ -3 | -0.2
> Nc1nc(-c2ccc(Br)cc2)cs1
→ 5 | -0.3
> COc1ccc(S(=O)(=O)Nc2ccccn2)c(C)c1C
→ 12 | -0.1
> CN(C(=O)COC(=O)c1cccc(NS(=O)(=O)c2ccc(F)c(F)c2)c1)C1CCS(=O)(=O)C1 (stereo unspecified)
→ 12 | -0.9
> O=C(CNC(=O)c1ccccc1)Oc1ccc([N+](=O)[O-])cc1
→ 20 | -1.3
> CCC1CCCCN1C(=O)c1ccc(OC)c(OC2CCN(C(C)C)CC2)c1 (stereo unspecified)
→ 7 | 0.0
> CCOC(=O)n1c(=O)n(Cc2ccc(OC)cc2)c2ccccc21
→ -2 | 1.3
> COc1ccc(NC(=O)CSCC(=O)N=c2sccn2C)cc1
→ 0 | -1.3
> COc1ccccc1-n1c(SCC(=O)O)nc2c(sc(=S)n2-c2ccc(Cl)c(C)c2)c1=O
→ 1 | -1.5
> COc1ccc(-c2[nH]ncc2/C=N\NS(=O)(=O)c2ccc(Cl)cc2)cc1
→ 28 | -2.7
> Cc1[nH]c2ccccc2c1SCC(=O)Nc1nccs1
→ 4 | -0.1
> CCOc1cc(/C=N/NC(=O)Cc2ccc(C(F)(F)F)cc2[N+](=O)[O-])c(Br)cc1OC
→ 12 | -0.9
> CSc1n[nH]c(-c2ccc(C(F)(F)F)cc2)n1
→ 5 | -0.2
> O=c1[nH]c(=O)n(CCOc2ccc(Cl)cc2)cc1Br
→ 8 | -3.6
> Cc1cc(C)n2nc(C(=O)OCC(=O)c3c[nH]c4ccccc34)nc2n1
→ 1 | -0.7
> O=C1N(Cc2cccc(Cl)c2)C[C@@H]2C[C@@H](c3c[nH]c4ccccc34)N3CCC[C@@]123
→ 8 | 0.0
> CC1CCCC(NC(=O)Cc2ccc(Br)cc2)C1C (stereo unspecified)
→ 18 | -0.8
> CC(C)(C)c1ccc(C(=O)OCC(=O)NCc2ccco2)cc1
→ 4 | -0.9
> COC(=O)N/N=C\c1ccccc1OC/C=C/c1ccccc1
→ . | -0.6
> CC(C)c1ccccc1NC(=S)NCc1ccncc1
→ 11 | 3.6
> CCCc1cc(C(=O)Cc2ccccn2)c(O)cc1O
→ 1 | 0.5
> CCCn1nc(C(=O)OCC(=O)Nc2cccc(S(N)(=O)=O)c2)c2ccccc2c1=O
→ 5 | 0.4
> Cc1ccc(CSC2=NCCN2C(=O)C2CC2)cc1
→ 5 | 0.3
> COc1ccccc1NS(=O)(=O)/C=C/c1ccccc1
→ 15 | .
> COc1ccc(OC(C)C(=O)N2CCc3ccccc3C2)cc1 (stereo unspecified)
→ 41 | -0.9
> COc1ccc(N2CCN(C(=O)CSc3nc4[nH]ncc4c(=O)n3-c3cccc4ccccc34)CC2)cc1
→ 4 | -2.0
> O=C(CN(Cc1ccccc1)S(=O)(=O)c1ccccc1)N1CCOCC1
→ -3 | -1.2
> CCOC(=O)[C@H]1[C@H]2COc3ccc(OC)cc3[C@@H]2N2C(=O)c3cc(OC)ccc3NC(=O)[C@@]12C
→ 33 | -2.1
> Cc1cc(NC(=O)c2ccc3c(c2)C(=O)N(Cc2cccnc2)C3=O)no1
→ 18 | -0.1
> O=C1N[C@@H](Cc2ccccc2)COC(=O)[C@@H](Cc2ccc(F)cc2)CC/C=C/C[C@H]1CC(=O)N(CCO)Cc1ccccc1
→ 13 | -0.3

Record cards (already shown). Order of values: OX1R antag | STK33 kinase inh
Profile of O=C1N(Cc2cccc(Cl)c2)C[C@@H]2C[C@@H](c3c[nH]c4ccccc34)N3CCC[C@@]123 → 8 | 0.0
Profile of Cc1cc(NC(=O)c2ccc3c(c2)C(=O)N(Cc2cccnc2)C3=O)no1 → 18 | -0.1
Profile of CC(C)(C)c1ccc(C(=O)OCC(=O)NCc2ccco2)cc1 → 4 | -0.9
Profile of CCCc1cc(C(=O)Cc2ccccn2)c(O)cc1O → 1 | 0.5
Profile of CCOc1cc(/C=N/NC(=O)Cc2ccc(C(F)(F)F)cc2[N+](=O)[O-])c(Br)cc1OC → 12 | -0.9

Next section:
Each structure is followed by: OX1R antag | STK33 kinase inh
> O=C(C[C@@H]1C/C=C\C[C@@H](Cc2ccc(F)cc2)C(=O)OC[C@@H]2CCCN2C1=O)N[C@H](CO)Cc1ccccc1
→ 2 | 0.2
> COc1ccccc1C1CCN(c2cc(O)ccc2[N+](=O)[O-])CC1
→ 45 | 4.8
> Cc1nnsc1C(=O)N/N=C/c1ccc(OC(F)(F)F)cc1
→ 30 | -1.2
> O=C1CCCN1CCCNC(=S)Nc1ccccc1
→ 3 | -1.0
> COn1c(SCC(N)=O)nc2ccccc2c1=O
→ 10 | -0.8
> COc1cc(C(=S)N2CCOCC2)cc(OC)c1OC
→ 14 | -3.8
> CCCCNC(=O)C(=O)N/N=C/c1cccc(Br)c1
→ 14 | -1.0
> O=C(O)c1cc2ccccc2n1-c1ccccc1
→ 6 | -3.5
> O=C1c2ccccc2C(=O)N1C1CCCCC1
→ 32 | -1.7
> Nc1nnc(COc2cccc(C(F)(F)F)c2)s1
→ 19 | -0.6
> OCC(Cc1ccc2c(c1)OCO2)C(CO)Cc1ccc2c(c1)OCO2 (stereo unspecified)
→ 10 | -0.6
> O=C(Oc1c(CN2CCOCC2)cc(Cl)c2cccnc12)c1ccccc1
→ 4 | -0.1
> CC(O)CNCc1ccccc1C(F)(F)F (stereo unspecified)
→ 6 | -1.2
> C#CCOc1nc(C)cc(C)c1S(=O)(=O)c1ccccc1C
→ 32 | -0.6
> CCOC(=O)c1nn(-c2ccc(F)cc2)c(=O)cc1OCC(=O)N1CCN(c2ccccc2)CC1
→ 10 | .
> O=C(CC12CC3CC(CC(C3)C1)C2)Nc1ccc(C(=O)O)cc1
→ 19 | -1.8
> O=C(CC1SCCNC1=O)Nc1ccc(F)c(Cl)c1 (stereo unspecified)
→ 10 | -0.6
> COc1ccc(CCNC(=O)c2cc3c(=O)n4cccc(C)c4nc3n(Cc3ccco3)c2=N)cc1OC
→ 26 | -1.8
> CCC(C)c1ccc(NC(=O)Nc2cnccn2)cc1 (stereo unspecified)
→ 20 | -1.6
> Cc1ccc(C)c(-n2cc(CNCCCn3cccn3)c(-c3ccccc3)n2)c1
→ 11 | 0.1
> CC(C)Cc1c(O)nc(SCC(=O)Nc2ccc3c(c2)CCC3)[nH]c1=O
→ 29 | -0.6
> COCCn1c(C)cc(C(=O)COC(=O)c2cccnc2SC)c1C
→ 16 | -0.7
> Cc1n[nH]c(=S)n1/N=C/c1cccc(OCc2ccccc2)c1
→ 1 | -1.1
> Cc1cc2ccccc2nc1SCC(=O)Nc1nc(-c2ccccc2)cs1
→ 10 | -0.8
> C[C@@H]1NC(=O)N(c2ccc(F)cc2)C1=O
→ . | -2.1
> NC(=S)NNC(=O)c1ccccc1Cl
→ 9 | -0.7
> CCOC(=O)N1CCC(N2Cc3cccc(C(=O)Nc4c(C)cccc4CC)c3C2=O)CC1
→ 6 | -0.1
> Cc1cccc(N=C2NN=C(c3c(C)[nH]c4ccccc34)CS2)c1
→ 11 | .
> O=C(O)CCC(=O)NC1CCCCCCC1
→ 7 | -0.8
> O=C(NCc1cccc(C(F)(F)F)c1)c1cccc(S(=O)(=O)N2CCN(Cc3ccccc3)CC2)c1
→ 5 | -0.4
> C=CCNc1nc(S(=O)Cc2ccc(C)cc2)nc2c1CCCC2 (stereo unspecified)
→ 22 | 0.3
> COc1cc(C(=O)NCC2(N3CCCCC3)CCCCC2)ccc1OCC(=O)N1CCOCC1
→ 2 | -1.3
> S=C(NCCSCc1c(Cl)cccc1Cl)Nc1ccccc1
→ 22 | -0.1
> COc1ccc(C(=O)C2CCCN(C(=O)c3ccc4nccnc4c3)C2)c(C)c1 (stereo unspecified)
→ 10 | -0.9
> CSc1ccc(CN(C)CC(=O)NCCc2ccccc2)cc1
→ 18 | -1.3
> O=C(Nc1ccc(CN2CCOCC2)cc1)c1ccc(N2CCCC2)c([N+](=O)[O-])c1
→ 49 | -0.4
> O=S(=O)(CCNCc1cccs1)c1ccc(Cl)cc1
→ 8 | -0.7
> COc1ccc(C2NC(=O)c3ccccc3O2)c(OC)c1OC (stereo unspecified)
→ 9 | 0.5
> CCOC(=O)C1(S(=O)(=O)c2ccccc2)CCN(Cc2ccc(Cl)cc2)CC1
→ 11 | -0.1
> CCN(CC(=O)NCc1cccs1)C(=O)c1cccc(S(=O)(=O)Nc2cccc(C)c2)c1
→ 15 | -1.0
> CC(=O)Oc1ccc(/C(C)=N/N2CCN(Cc3ccc(C)cc3)CC2)cc1
→ 5 | -1.9
> O=c1oc(-c2cccc(Cl)c2)nc2c1cnn2-c1ccccc1
→ 12 | 0.2
> O=[N+]([O-])c1ccccc1/C=C/CN1CCSCC1
→ 43 | 2.0
> Cc1cc(NC(=O)CSc2nnc(Cc3ccccc3)o2)no1
→ 25 | 0.7
> CC(=O)Nc1ccc(OC(=O)c2cc3cc(Br)cc(Br)c3oc2=O)cc1
→ 13 | -0.5
> Cc1ccccc1C(=O)Nc1ccc(Br)c(C)n1
→ 17 | -0.3
> COc1ccccc1C1CC(=O)Oc2cc(C)c(Cl)c(C)c21 (stereo unspecified)
→ 11 | .
> O=C(NNC(=O)C1C2C=CC(C2)C1C(=O)O)c1ccccc1O (stereo unspecified)
→ 15 | -0.2
> CCCN(CC(=O)Nc1ccccc1C)C(=O)C1CC(=O)N(c2ccccc2C(C)CC)C1 (stereo unspecified)
→ 9 | -1.1
> NNC(=O)CN1C(=O)Nc2ccc(Br)cc2C1c1ccccc1 (stereo unspecified)
→ 7 | -1.5
> CC(=O)[C@@H]1[C@@H](C(=O)c2ccc(C)cc2)[C@]2(C(=O)Nc3ccccc32)[C@H]2C=Cc3cc(F)ccc3N12
→ 15 | -1.1
> CCC(C)N(C(=O)COC(=O)/C=C/c1ccc(O)c(OC)c1)C1CCS(=O)(=O)C1 (stereo unspecified)
→ 26 | -2.0
> CCc1cccc(OCCCCNCCOC)c1
→ 4 | -1.7
> CCCCN1CC(=O)N2[C@H]3c4ccc(OC)cc4OC[C@@H]3[C@H](c3ccccc3)[C@]2(C)C1=O
→ 15 | 1.7
> O=[N+]([O-])c1ccc(O)c(NC(=S)Nc2ccccc2)c1
→ 24 | -0.1
> CCOc1ccc(Cc2nc(C)c(CC(=O)N3CCOCC3)c(=O)[nH]2)cc1
→ 1 | -1.5
> O=C(NC1CCN(C(=O)NCc2ccccc2)CC1)c1cccc(F)c1
→ 23 | -0.8
> O=C(Nc1ccc(Br)cc1)C(c1ccccc1)c1ccccc1
→ 18 | -1.0
> COc1cc(S(=O)(=O)NCc2ccncc2)c(OC)cc1Cl
→ 16 | 0.1

In another format: results already given
smiles: Cc1n[nH]c(=S)n1/N=C/c1cccc(OCc2ccccc2)c1
  OX1R antag = 1	STK33 kinase inh = -1.1

smiles: Cc1cc2ccccc2nc1SCC(=O)Nc1nc(-c2ccccc2)cs1
  OX1R antag = 10	STK33 kinase inh = -0.8

Assay outcomes as filed in PubChem.
